# Compound activity as filed in PubChem BioAssay.
# IP6K1 inh – blocks human inositol hexakisphosphate kinase 1. activity change, % (series mostly up to about 58 µM). 140,000 compounds, 0.81% hits. IP6K1 kinase, ADP-Glo luminescence, 2 h; stronger effect = lower value. Q92551; in the data active = activity change below about -25%
# Target sequence (Q92551 whole entry, looked up): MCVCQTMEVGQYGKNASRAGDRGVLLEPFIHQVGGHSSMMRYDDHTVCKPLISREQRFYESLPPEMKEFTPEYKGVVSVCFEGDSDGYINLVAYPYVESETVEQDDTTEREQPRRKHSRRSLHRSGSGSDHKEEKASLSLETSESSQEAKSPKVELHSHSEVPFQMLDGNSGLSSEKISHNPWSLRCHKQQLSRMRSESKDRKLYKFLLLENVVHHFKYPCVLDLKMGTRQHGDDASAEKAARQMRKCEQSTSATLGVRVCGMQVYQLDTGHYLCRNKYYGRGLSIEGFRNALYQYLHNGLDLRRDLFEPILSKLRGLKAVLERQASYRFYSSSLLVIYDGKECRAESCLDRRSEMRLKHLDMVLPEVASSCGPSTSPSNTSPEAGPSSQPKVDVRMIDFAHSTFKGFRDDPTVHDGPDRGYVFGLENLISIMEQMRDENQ
#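 ADP-Glo luminescence measures ADP made by human IP6K1 during a 2 h RT reaction with ATP/IP6 (mix at 1.3 mM/130 uM); top library doses 57.5 and 19.1 uM final.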
# GPT2 inhibitor – inhibitors of human GPT2 alanine aminotransferase. Q8TD30. Recombinant GPT2, coupled pyruvate oxidase/HRP Amplex Red fluorescence. Potency, µM (top dose mostly 57.7 µM), for inactives: at the highest dose activity change, negative = inhibition, hits mostly inhibitors. 100,000 compounds, 0.25% hits. AID 1671188; note: potency is the fitted concentration of half-maximal effect; nearly all actives have a fitted effect of over 60% in size; many of its hits are not listed in these tables
#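 Inhibition is scored from Amplex Red fluorescence generated when pyruvate oxidase and HRP act on pyruvate released by GPT2. Reactions contain 10ng/uL enzyme, 250uM a-KG and 2mM L-alanine and run 30 min at room temperature.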
# HEK293 viab – reduces viability of HEK-293 SNCA reporter cells; HEK-293-SNCA-luc viability, GF-AFC fluorescence, 24 h; Potency, µM (series often up to 57.1 µM), for inactives: at the highest dose activity change, negative = cytotoxicity, most hits filed as cytotoxic; 150,000 compounds, 0.12% hits; AID 1671193;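 note: potency is the fitted concentration of half-maximal effect; 0% = DMSO-treated cells and -100% = medium-only wells without cells; nearly all actives have a fitted effect of over 30% in size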
#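 HEK-293-SNCA-luc cells (1500/well) plated 24 h, then exposed 24 h to a dilution series; GF-AFC added 30 min at 37C, fluorescence 405/540 nm; normalised to medium-only and DMSO wells, Hill fit.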
# FLuc inh – blocks purified firefly luciferase enzyme activity; P08659; purified P. pyralis luciferase, luminescence, biochemical; Potency, µM (doses to about 115 µM), inactives show at the top dose activity change, negative = inhibition, hits mostly inhibitors; 76,000 compounds, 2.5% hits; note: potency is the fitted concentration of half-maximal effect; nearly all actives have a fitted effect of over 65% in size
# Target sequence (P08659 whole entry, looked up): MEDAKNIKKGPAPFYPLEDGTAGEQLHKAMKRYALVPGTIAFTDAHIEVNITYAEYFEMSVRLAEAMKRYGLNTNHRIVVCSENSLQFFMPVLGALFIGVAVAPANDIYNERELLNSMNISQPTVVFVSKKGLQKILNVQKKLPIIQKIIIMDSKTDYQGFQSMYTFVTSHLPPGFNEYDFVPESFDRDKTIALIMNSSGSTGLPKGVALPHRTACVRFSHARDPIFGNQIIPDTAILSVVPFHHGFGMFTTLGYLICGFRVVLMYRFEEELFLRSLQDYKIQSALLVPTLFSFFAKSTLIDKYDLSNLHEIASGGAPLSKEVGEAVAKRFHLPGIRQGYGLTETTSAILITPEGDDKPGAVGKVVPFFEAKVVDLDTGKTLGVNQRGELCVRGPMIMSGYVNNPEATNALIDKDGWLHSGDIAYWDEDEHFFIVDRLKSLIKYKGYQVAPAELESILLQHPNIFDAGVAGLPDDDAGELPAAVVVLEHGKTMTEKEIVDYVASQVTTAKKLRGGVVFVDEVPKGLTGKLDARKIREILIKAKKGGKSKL
#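 Inhibitors were tested against purified firefly luciferase in a biochemical, low-substrate format (both substrates at 10uM) and luminescence measured with a CCD imager.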
# 3T3 cytotox – NIH 3T3 cell cytotoxicity. NIH 3T3 viability, CellTiter-Glo ATP luminescence, 48-72 h. Potency, µM (titrated, usually from 96.7 µM), without a hit: top-dose activity change, negative = cytotoxicity, hits mostly inhibitors. 94,000 compounds, 4.3% hits; note: potency is the fitted concentration of half-maximal effect; nearly all actives have a fitted effect of over 55% in size
#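 Cells were seeded at 400 per well, treated with pin-transferred compound, and kept 48 or 72 hr at 37 °C before CellTiter-Glo addition and luminescence imaging of cellular ATP.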
# HEK293 tox – cytotoxic compounds in HEK 293 cells; HEK 293 viability, ATP luminescence (CellTiter-Glo), 48-72 h; 94,000 compounds, 6.6% hits; Potency, µM (doses to about 115 µM), for inactives: at the top dose activity change, negative = cytotoxicity, most hits filed as inhibitors; note: potency is the fitted concentration of half-maximal effect; nearly all actives have a fitted effect of over 60% in size
#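 Luminescence from cellular ATP, measured with CellTiter-Glo, indicates HEK 293 viability. Cells plated at 250 cells/well are treated with compound for 48 or 72 hr at 37 degree Celsius before reagent addition.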
# SNCA expr inh – SNCA gene expression inhibition; HEK-293 SNCA-luciferase knock-in, luminescence, 24 h; Potency, µM (series often up to 57.2 µM), for the others: at the top dose activity change, negative = inhibition, usual class: inhibitors; 140,000 compounds, 0.17% hits; AID 1671194;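 note: potency is the fitted concentration of half-maximal effect; plate controls were DMSO cells for no effect and cell-free wells for full effect; nearly all actives have a fitted effect of over 45% in size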
# * marks the source's active call; other numbers are inactive results; i = inactive; u = inconclusive; x = not tested or not shown; [ ] = another dose, or the depositor's remark. Unless noted, calls come from the whole dose curve; as a rule, active = well fitted curve in the direction sought with a large enough effect; inconclusive = small, poorly fitted or top-dose-only effect, or another doubt; inactive = no such curve, though single readings can be large; an effect the other way counts as inactive or inconclusive. Unless noted, % is set by controls: 0 for no effect and ±100 for the full control effect.
SMILES,IP6K1 inh,GPT2 inhibitor,HEK293 viab,FLuc inh,3T3 cytotox,HEK293 tox,SNCA expr inh
COc1cccc(NC(=O)C2=C(C)C(=O)OC23CCN(C(C)=O)CC3)c1,-16,x,-5%,x,x,x,-12%
O=C(Nc1ccc(F)cc1)c1ccn2nccc2c1,1,-5%[88.5 µM],1%[87.6 µM],50µM*,-26%[138 µM],u,144%[activator][87.6 µM]
CC1(c2ccccc2)N(Cc2ccccc2)C(=O)OC12CCN(Cc1ccc(O)cc1)CC2 (configuration not stated),-6,0%,-16%,2%,u,u,7%
COCCNC(=O)c1ccc(OC2CCN(Cc3cnc(SC)nc3)CC2)c(Cl)c1,2,i,-3%,0%,u,u,23%
O=S(=O)(c1ccccc1)N1CCC(c2ccncc2)CC1,-10,x,-5%,x,x,x,-7%
Cc1ccc(NC(=O)N2CCC(CCNC(=O)c3ccccn3)CC2)cc1F,19,i,15%,x,u,u,56%[activator]
COc1ccccc1-c1cccc(CN)c1,-17,-17%[88.5 µM],4%[87.6 µM],x,126µM*,100µM*,-6%[87.6 µM]
CC(NC(=O)c1ccc2c(c1)CCN2S(=O)(=O)c1ccccc1)c1ccccc1 (configuration not stated),-18,x,8%,x,x,x,-2%
Cc1ncc2c(c1CNC(=O)CN1C(=O)NC(C)(C)C1=O)CCNC2,-3,2%,1%,-1%,1%,i,1%
CC(C)OCCCNC(=O)C1CC(=O)N(c2n[nH]c3ccccc23)C1 (configuration not stated),-13,i,10%,3%,4%,i,16%
COCCc1noc(C2CCCN(C(=O)Cn3ncc4ccccc4c3=O)C2)n1 (configuration not stated),8,-9%,3%,9%,-10%,u,14%
Cc1ccc(-c2noc([C@@H]3Cc4nc[nH]c4CN3Cc3cccc(C#N)c3)n2)cc1,19,i,-21%[87.6 µM],u,100µM*,89µM*,u
C[C@@H](NC(=O)c1nc2ccccc2[nH]1)c1onc(-c2ccc(F)cc2)c1C(=O)O,7,i,1%[87.6 µM],4%[172 µM],-5%[138 µM],-5%[172 µM],1%[87.6 µM]
Cc1nc2n(c(=O)c1CCN1CCC(c3noc4cc(F)ccc34)CC1)CCCC2O (configuration not stated),x,i,-3%,x,x,x,9%
COCc1nc(C2CCCN(C(=O)C3CCC3)C2)no1 (configuration not stated),34,-6%,3%[12.5 µM],5%,5%,7%,33%
O=C(Cc1ccccc1Cl)NC1CCN(c2cc(-c3ccc(F)cc3)[nH]n2)C1 (configuration not stated),1,u,-22%,3%,u,u,-15%
CCN1CCc2c(sc(NC(=O)CSc3ccccc3)c2-c2nc3ccccc3s2)C1,-4,x,u,x,x,x,30%[activator]
O=C(Nc1cccc(F)c1)C1=NO[C@@H]2CN(c3ccccn3)C[C@H]12,-1,2%[88.5 µM],6%[87.6 µM],-22%[172 µM],u,u,0%[87.6 µM]
Cc1cc(Nc2ccc(Br)cc2)n2nc(-c3ccccc3C)nc2n1,27,x,7%,x,x,x,-11%
O=S(=O)(NCC(c1cccs1)S(=O)(=O)c1ccccc1)c1ccc(F)cc1 (configuration not stated),22,x,-21%,x,x,x,-10%
CN(C)c1ccc(C(CNC(=O)c2ccccc2Cl)N2CCc3ccccc32)cc1 (configuration not stated),3,x,-11%,x,x,x,81%[activator]
COc1ccccc1N1CCN(c2cc(C)nc3nc(-c4ccc(C)cc4)nn23)CC1,5,x,-1%,x,x,x,15%
CC(C(=O)NCc1ccccc1)C1CCOCC1 (configuration not stated),0,i,-2%[12.5 µM],0%,i,13%,-20%
FC(F)(F)c1cccc(-n2cc(-c3ccccc3)c3c(N4CCCCC4)ncnc32)c1,12,x,5%,x,x,x,7%
COC(=O)[C@@H](Cc1cccnc1)NC(=O)[C@H]1CN(S(=O)(=O)c2ccccc2)CCN1C(=O)N1CCOCC1,-4,i,-12%,-5%,-17%,-9%,-12%
# Later entries:
SMILES,IP6K1 inh,GPT2 inhibitor,HEK293 viab,FLuc inh,3T3 cytotox,HEK293 tox,SNCA expr inh
CCOC(=O)c1cccc(NC(=O)c2cc3c(-c4cccc(OC)c4)nn(C)c3s2)c1,6,x,14%,x,x,x,26%
CCC(=O)c1c(O)cc(O)cc1O,-29*,5µM*,35%[23.9 µM],x,x,x,12%[25.6 µM]
CN(CCc1ccncc1)C(=O)CCc1ccnc(N2CCOCC2)c1,0,i,-1%,-3%,0%,-22%,22%
CN(C)[C@@H]1CN(C2CCSCC2)CC[C@@H]1CNC(=O)C1CC1,11,i,7%[12.5 µM],1%,i,i,u
COc1ccc2nc3oc(C(=O)N4CCN(c5cc(C)ccc5C)CC4)cc3cc2c1,-5,x,2%,x,x,x,81%[activator]
COCC(=O)N1CCC(Oc2ccc(C(=O)N(C)C)cn2)CC1,7,i,6%,-1%,4%,-3%,u
Cc1ccc(NC(=O)C2CCN(C(=O)c3cnn(-c4ccccc4)c3-n3cccc3)CC2)cc1,-7,x,9%,x,x,x,-30%
CC(C)(C)C(=O)N1CCN(Cc2ccccc2-c2cccnc2)CC1,12,i,-5%[12.5 µM],x,-29%[138 µM],100µM*,0%[87.6 µM]
COCCNC(=O)c1ccc2c(c1)N(C)C(CC(=O)Nc1ccc(C)nc1)CO2 (configuration not stated),4,i,6%,-4%,-13%,-18%,2%
CSc1ccc(CCNc2ncnc3onc(-c4ccc(Cl)cc4)c23)cc1,3,x,-12%,x,x,x,-8%
COc1ccccc1C(=O)NC1CCN(c2ccc3nnc(C)n3n2)CC1,-6,x,x,x,-11%,-1%,x
COc1cccc(C2Nc3ccccc3-c3nnc(SCc4ccccc4)nc3O2)c1OC (configuration not stated),2,x,-16%,x,x,x,14%
Clc1ccc(C2Cn3nnc(-c4nc(C5CC5)no4)c3CO2)cc1 (configuration not stated),-9,i,4%,-11%,u,u,10%
O=S1(=O)c2ccccc2N(Cc2ccccc2)c2ccccc21,5,x,1%,x,x,x,-8%
COc1cccc(CN2CCCC3(CN[S+](=O)([O-])c4ccccc4N3)C2)c1 (configuration not stated),12,-27%,u,-9%,-25%,u,u
c1ccc(CCNc2nc(-c3ccccc3)cs2)cc1,-15,3%,34%[23.9 µM],x,x,x,224%[activator][25.6 µM]
CC(=O)Nc1ccccc1-c1c(C)nn2c1N(C(=O)Cc1ccccc1)CCC2,12,-8%[88.5 µM],-1%[87.6 µM],-3%[172 µM],u,1%[172 µM],3%[87.6 µM]
COc1cccc(C(=O)N2CCC(N3C[C@H](O)C[C@H]3C(=O)NC3CCCC3)CC2)c1,0,-7%,8%,x,-20%,-4%,u
O=C(Cn1ccn2nc3c(c2c1=O)CCCC3)NC1CCCC1,20,i,-12%,-9%,-1%,0%,-7%
COc1ccc2nc(C[C@@H]3C[C@@H](C(C)C)[C@H](CNCc4ccc(NC(C)=O)cc4)C=C3C)[nH]c2c1,7,i,1%,-11%,40µM*,u,8%
C[S+](=O)([O-])N1C[C@H](C(=O)Nc2cccc(Cl)c2)C[C@@H]1c1ccc(F)cc1,1,-4%[88.5 µM],2%[87.6 µM],-16%[172 µM],u,u,-18%[87.6 µM]
C=C1C(=O)OC2/C=C(\C)CC/C=C(\C(=O)O)CC/C=C(\C)CCC12 (configuration not stated),-8,-24%[27.3 µM],10%,x,x,x,x
CCN(C(=O)CN1C(=O)NC2(CCC(C(C)(C)C)CC2)C1=O)c1cccc(C)c1 (configuration not stated),-18,u,-17%,0%,u,u,u
CCN1CCCN(C(=O)c2ccco2)CC12CCOCC2,-10,-17%,-15%,-10%,-2%,1%,1%
COc1ccc(OC)c(NC(=O)N2CCC(CN3CCCCC3)CC2)c1,-4,x,-7%,x,x,x,-7%

# In the list so far, 2 have two or more sulfur atoms:
SMILES,IP6K1 inh,GPT2 inhibitor,HEK293 viab,FLuc inh,3T3 cytotox,HEK293 tox,SNCA expr inh
CCN1CCc2c(sc(NC(=O)CSc3ccccc3)c2-c2nc3ccccc3s2)C1,-4,x,u,x,x,x,30%[activator]
O=S(=O)(NCC(c1cccs1)S(=O)(=O)c1ccccc1)c1ccc(F)cc1 (configuration not stated),22,x,-21%,x,x,x,-10%

# Continued.
SMILES,IP6K1 inh,GPT2 inhibitor,HEK293 viab,FLuc inh,3T3 cytotox,HEK293 tox,SNCA expr inh
COCc1nncn1C1CCN(S(=O)(=O)c2ccccc2Cl)CC1,0,i,9%,-2%,3%,10%,-4%
CC(C)c1noc(-c2cccn3c(CNC(=O)c4cccnc4)nnc23)n1,19,i,8%,8%,-7%,i,11%
CCC(=O)N1CCc2c(C(=O)NCc3cccc(F)c3)cccc21,-13,4%,-8%,16%,-1%,3%,-23%
Cc1ccc(C(=O)N2CCN(c3cc(-c4cccs4)[nH]n3)CC2)cc1,9,0%,1%,-8%,13µM*,u,0%
Cn1c(C(=O)N2CCN(c3ccccn3)CC2)cc2c1CCN(Cc1ccccc1)C2,-12,u,-12%,-10%,u,u,17%
C[C@@H]1C(=O)O[C@H]2[C@H]1CC[C@@]1(C)Cc3sc(NC(=O)c4ccc(F)c(Cl)c4)nc3[C@@H](C)[C@H]21,-7,-2%,-10%,-21%,-24%,u,29%
CC1=C2CC(O)(C(C)(C)O)C(O[C@@H]3O[C@H](CO)[C@@H](O)[C@H](O)[C@H]3O)CC(C)C2CC1=O (some centres not stated),6,i,-2%[23.9 µM],x,x,x,x
CCc1nn(CCCC(=O)NCc2ccccc2Br)c(=O)c2cc3occc3n12,-9,x,5%,x,x,x,-5%
O=C1CCN(C(=O)c2cccnc2)CCCC(C(=O)NCCc2ccccc2)CCN1 (configuration not stated),9,i,3%,6%,1%,0%,-14%
O=c1oc2cc(O)ccc2s1,x,u,6%,x,x,x,-29%
CCN(CC)Cc1cnc2c(C(=O)NC(C3CC3)C3CC3)cnn2c1,-6,-4%,4%,10%,-18%,-14%,-14%
CC(C)c1noc(-c2cn(C3CCCN(C(=O)c4cccc(Cl)c4)C3)nn2)n1 (configuration not stated),0,i,4%,-2%,-24%,u,0%
CC(C)CC1(C(=O)OCc2ccc(O[C@@H]3O[C@H](CO)[C@@H](O)[C@H](O)[C@H]3O)cc2)CC(=O)OC(C(=O)O)CC(=O)OCC2OC(O1)C(OC(=O)/C=C/c1ccc(O)cc1)C(O)C2O (some centres not stated),8,i,-8%[12.5 µM],x,x,x,x
Cn1cc(CN2CCCCCNC(=O)[C@@H]3CCC[C@@H]32)c2ccccc21,3,-5%,-22%,2%,u,u,53%[activator]

# Grouped by structure: those above with bromine
SMILES,IP6K1 inh,GPT2 inhibitor,HEK293 viab,FLuc inh,3T3 cytotox,HEK293 tox,SNCA expr inh
Cc1cc(Nc2ccc(Br)cc2)n2nc(-c3ccccc3C)nc2n1,27,x,7%,x,x,x,-11%
CCc1nn(CCCC(=O)NCc2ccccc2Br)c(=O)c2cc3occc3n12,-9,x,5%,x,x,x,-5%

# Single records, from the list above. Values in the order: IP6K1 inh	GPT2 inhibitor	HEK293 viab	FLuc inh	3T3 cytotox	HEK293 tox	SNCA expr inh
# CN(CCc1ccncc1)C(=O)CCc1ccnc(N2CCOCC2)c1 across the screens: 0	i	-1%	-3%	0%	-22%	22%
# CCN1CCc2c(sc(NC(=O)CSc3ccccc3)c2-c2nc3ccccc3s2)C1 across the screens: -4	x	u	x	x	x	30%[activator]
